Screening data deposited in PubChem BioAssay by Broad Institute.
esBAF inh: Bmi1 luciferase reporter increase in mESCs, primary screen, esBAF inhibitor project, mouse ES cells, Bmi1 luciferase knock-in, single point. 24 h; 100% = twice the neutral-well signal. 350,000 compounds, 2% hits. reporter increase, % at 12.5 µM; in the data active means activation above about 40%;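 further: 0% = median of the plate's neutral control wells and 100% = double that signal; a rise in the Bmi1 reporter signal indicates esBAF inhibition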
E-sel inducer: E-selectin induction in HUVECs, primary screen, imaging, HUVEC, immunofluorescence imaging, single point; P16581; normalized: neutral wells 0, TNF-alpha wells 100; activation, % at 7.58 µM; 260,000 compounds, 0.37% hits; AID 686992, 2013;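 active means mean E-selectin-positive cell signal at least 10% of the positive control, reached in at least 60% of replicates, without over 20% cell loss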;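 further: in these data hits start at about 27%; measured in HUVEC primary endothelial cells; signal is the percent of cells scored E-selectin positive by PE staining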
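Assay system: HUVEC primary endothelial cells. Input: 3,000 HUVEC seeded per well. Doses: one compound dose added by pin transfer. Read-out basis: % PE-positive cells. Benchmarks: TNF-alpha high, DMSO low. Detection: immunofluorescence imaging. Buffer or medium: EGM-2, gelatin.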
PglD inh: C. jejuni PglD acetyltransferase inhibitors, primary screen, biochemical, DTNB colorimetric, single point. inhibition, % at 12.5 µM. 360,000 compounds, 0.098% hits. purified PglD enzyme, DTNB colorimetric CoA detection. UDP-N-acetylbacillosamine N-acetyltransferase PglD (Campylobacter jejuni); in the data active means inhibition above about 16%, passing the limit was not always enough; further: strong numbers were not always called active
RAD52 anneal inh: RAD52 DNA annealing inhibitors, primary screen, biochemical, FRET, single point, set 2; recombinant RAD52 DNA annealing, FRET fluorescence; inhibition, % at 18.7 µM; 360,000 compounds, 0.46% hits; AID 651710, 2012;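 active means every replicate showing at least 50% inhibition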
Casp6 inh: human caspase-6 inhibitors, primary screen, biochemical, VEID-R110 fluorescence, single point, set 2; P55212; purified caspase-6, Z-VEID-R110 cleavage fluorescence; inhibition, % at 12.5 µM; 350,000 compounds, 0.53% hits; AID 686996, 2013;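 active means mean inhibition across replicates at least about 35%, with every replicate also reaching that limit, limit read from the data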;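 further: 0% = median of neutral control wells and 100% = no fluorescence left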
Target sequence (P55212 24-179 limits assumed): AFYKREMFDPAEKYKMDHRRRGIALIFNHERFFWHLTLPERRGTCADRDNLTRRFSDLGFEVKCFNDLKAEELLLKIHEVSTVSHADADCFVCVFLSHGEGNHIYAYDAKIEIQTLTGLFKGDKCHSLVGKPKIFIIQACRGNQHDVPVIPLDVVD
Target sequence (P55212 194-293 limits assumed): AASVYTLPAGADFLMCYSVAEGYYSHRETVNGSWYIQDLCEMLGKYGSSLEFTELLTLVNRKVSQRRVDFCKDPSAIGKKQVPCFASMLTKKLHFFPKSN
ERp5 inh: inhibitors of ERp5-driven insulin aggregation, primary screen, biochemical, turbidity, absorbance 650 nm, single point. Protein disulfide-isomerase A6 (Homo sapiens), Q15084. 90 min. inhibition, % at 9.99 µM. 350,000 compounds, 0.05% hits;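 active means mean replicate inhibition above about 25%, with every replicate also reaching it, limit read from the data, passing the limit was not always enough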
ARNT TACC3 PPI: disruptors of ARNT/TACC3 protein interaction, primary screen, biochemical, AlphaScreen, single concentration; AlphaScreen His-ARNT PAS-B/GST-TACC3 binding, luminescence; TACC3 fragment carries E629A point mutation; Transforming acidic coiled-coil-containing protein 3 (Homo sapiens), Q9Y6A5; AID 623870, 2012; inhibition, % at 9.99 µM; 390,000 compounds, 0.66% hits;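 active means mean inhibition of replicates at least 50% and at least half of replicates each reaching 50%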;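 further: 0% = complete ARNT plus TACC3 wells and 100% = ARNT alone without TACC3; many hits fall short of the cut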
RAD54 inh: inhibitors of human RAD54 branch migration, primary screen, biochemical, fluorescence, single point; DNA repair and recombination protein RAD54-like (Homo sapiens), Q92698; RAD54 Holliday junction branch migration, FAM/BHQ fluorescence; inhibition, % at 10.4 µM; 360,000 compounds, 0.14% hits;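 active means mean normalized replicate activity at least 40 and at least half of replicates scoring 40 or more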;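 further: 0% = median of neutral control wells and 100% = median of positive control wells; inhibitors cause a drop in the FAM fluorescence signal; in these data hits start at about 50%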
Target sequence (Q92698 whole entry, looked up): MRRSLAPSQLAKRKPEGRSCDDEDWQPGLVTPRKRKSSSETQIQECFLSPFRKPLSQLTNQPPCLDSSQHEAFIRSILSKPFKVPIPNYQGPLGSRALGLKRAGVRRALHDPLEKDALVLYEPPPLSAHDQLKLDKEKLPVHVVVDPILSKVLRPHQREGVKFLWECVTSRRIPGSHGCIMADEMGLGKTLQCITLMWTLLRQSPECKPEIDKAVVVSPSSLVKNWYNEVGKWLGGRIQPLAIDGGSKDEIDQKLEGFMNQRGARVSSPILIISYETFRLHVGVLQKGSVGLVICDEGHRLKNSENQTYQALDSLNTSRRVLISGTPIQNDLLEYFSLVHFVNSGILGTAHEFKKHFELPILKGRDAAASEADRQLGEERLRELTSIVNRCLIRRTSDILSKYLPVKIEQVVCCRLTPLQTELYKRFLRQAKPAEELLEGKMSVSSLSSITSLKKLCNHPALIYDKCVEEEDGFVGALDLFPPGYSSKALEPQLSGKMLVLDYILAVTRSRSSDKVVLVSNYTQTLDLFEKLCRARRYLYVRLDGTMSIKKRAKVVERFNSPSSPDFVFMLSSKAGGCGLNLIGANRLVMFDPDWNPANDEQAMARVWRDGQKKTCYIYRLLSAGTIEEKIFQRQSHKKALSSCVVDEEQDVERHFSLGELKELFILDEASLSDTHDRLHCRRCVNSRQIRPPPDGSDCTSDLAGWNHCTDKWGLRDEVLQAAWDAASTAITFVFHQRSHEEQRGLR
The depositor's hits bear a star; / = not tested or not shown; & = joins results of further samples. An unsorted share of the library; overall some 3.2% were active at least once.

SMILES	esBAF inh	E-sel inducer	PglD inh	RAD52 anneal inh	Casp6 inh	ERp5 inh	ARNT TACC3 PPI	RAD54 inh
CC(C)Oc1cc(NC(=O)CSCC(=O)Nc2cccc(C(F)(F)F)c2)c(Cl)cc1Cl	-4	/	-1	-4	2	2	1	-4
C/C(CC(=O)Nc1cccc(C(F)(F)F)c1)=N\NC(=O)C1CCCCC1	/	/	/	-6	-2	-2	-5	/
C[C@@H]1CN([C@@H](C)CO)S(=O)(=O)c2ccc(C#CC3CC3)cc2O[C@H]1CN(C)C(=O)C1CC1	7	0.2	-4	-1	3	0	-2	5
O=C(NCC1COc2ccccc2O1)c1cc2ccccc2o1 (stereo unspecified)	2	/	14	/	/	/	-5	6
O=C(NCC[C@H]1CC[C@H](NS(=O)(=O)c2ccc(Cl)cc2)[C@@H](CO)O1)c1ccccc1F	1	-1.7	0	1	-1	1	/	-3
COc1cc2c(cc1OC)C(O)=CC(=O)C2=O	-14	0.3	0	-10	25	0	/	-19
O=C(Nc1cccnc1Cl)c1cccc(S(=O)(=O)N2CCOCC2)c1	2	0.3	4	-4	-1	6	/	-9
CCCC(=O)Nc1cc(OC)c(NC(=S)Nc2cccc(C)c2)cc1OC	2	0.2	-2	-9	3	3	/	-9
COc1ccc(/C=C/C(=O)C2(O)CCCCC2)cc1OC	7	-0.1	3	-2	/	6	7	7
COc1ccc(C2c3cc(OC)c(OC)cc3CCN2C(=O)c2ccccc2)cc1OC (stereo unspecified)	-5	/	11	-12	2	-2	-2	-6
Cc1ccc(C)c(OCC(=O)O/N=C(\N)c2cccnc2)c1	8	0.0	-6	4	1	4	-8	-12
CCOC(=O)C1CCN(C(=O)CN(c2cc(OC)ccc2OC)S(=O)(=O)c2ccccc2)CC1	2	/	2	/	/	/	-6	-1
CCOC(=O)c1nnc(-c2ccc(C)cc2)nc1Sc1ccccc1Cl	-3	/	-3	/	/	/	-1	1
CN1CCN(CCCNC(=O)Cn2ncc3c4ccccc4n(C)c3c2=O)CC1	4	0.1	1	17	-46	0	-4	9
COc1ccc(NC(=O)N(C)C[C@H]2OCCCC[C@H](C)Oc3ccc(NC(=O)Nc4ccc(C(F)(F)F)cc4)cc3C(=O)N([C@@H](C)CO)C[C@H]2C)cc1	3	0.2	0	15	1	3	3	-11
CCC(=O)N(C)CCc1cc2c(c(OC)c1/C=N/NC(=O)c1ccccc1O)OCO2	2	/	-3	/	/	/	7	-4
O=C(/C=C/[C@H]1O[C@@H](n2cnc3c(NC(=O)c4ccccc4)ncnc32)[C@H](O)[C@@H]1O)NCc1ccc2c(c1)OCO2	4	-0.2	-2	-2	3	3	/	0
COc1ccc(C(=O)COC(=O)C(CC(C)C)N2C(=O)c3ccccc3C2=O)cc1 (stereo unspecified)	14	/	-4	/	/	/	5	-6
CN(C1CCCC1)C1CCN(C(=O)CNC(=O)/C=C/c2cccc(C(F)(F)F)c2)CC1	/	39*	2	-20	-15	1	6	-8
Cc1ccccc1C1=NC(C(F)(F)F)(C(F)(F)F)c2c(n(-c3ccc(F)cc3)c(=O)[nH]c2=O)N1	/	/	1	-16	0	11	-2	6
COc1ccc(NS(=O)(=O)c2cccc(C(=O)NCCCN3CCCC3=O)c2)cc1	/	-0.1	2	1	-1	-2	4	8
COc1ccc(OC)c(S(=O)(=O)Nc2ccccc2C(F)(F)F)c1	2	/	-3	/	/	/	-33	-1
COC(=O)c1ccccc1S(=O)(=O)N1CCC(C(=O)OCC(=O)NC2CCCCC2C)CC1 (stereo unspecified)	-6	/	-5	3	-1	1	5	-2
CCN1CCCC1CNC(=O)c1cc2c(=O)n(C)c3ccccc3c2n1C (stereo unspecified)	-8	0.1	-1	28	-19	-4	/	46
COc1ccccc1N1CN(Cc2ccccc2)CNC1=S	-2	0.4	8	2	29	3	2	3
CCN(CC(=O)Nc1ccccc1C(F)(F)F)CC(=O)NC1CC1	-5	/	-3	-14	-3	-2	-6	9
C[C@@H]1CN([C@H](C)CO)C(=O)c2cc(NC(=O)C3CC3)ccc2O[C@@H]1CN(C)C(=O)Nc1ccc(F)cc1	1	-0.4	7	5	-2	-3	-4	-2
COc1ccc(NC(=O)c2ccc(=O)[nH]c2)cc1S(=O)(=O)N1CCOCC1	-1	/	6	9	2	-2	24	6
Cc1nn2c(NCCCn3ccnc3)cc(C(C)C)nc2c1-c1ccccc1	/	7.0	/	-2	-1	1	38	/
C[C@H]1CN([C@@H](C)CO)S(=O)(=O)c2ccc(-c3cccc(C#N)c3)cc2O[C@H]1CN(C)C(=O)Nc1ccccc1F	3	-0.1	2	8	6	-2	15	-1
COc1ccc2c(c1)C(c1cccs1)=NNC(c1ccncc1)=N2	/	10	/	-10	1	6	-4	/
O=C(C[C@@H]1C=C[C@H](NC(=O)c2ccc(F)cc2)[C@@H](CO)O1)NCCc1ccccc1	-1	0.0	1	-2	3	0	2	1
CC(C)NC(=O)N(C)C[C@@H]1Oc2ccc(NC(=O)CCN3CCOCC3)cc2CC(=O)N([C@@H](C)CO)C[C@@H]1C	-1&-1	-0.1&0.0	3&9	-16&-138	0&4	-5&-1	9&-4	6&-15
COc1ccccc1C(=O)N/C(=C/c1ccc(Br)cc1)C(=O)N1CCOCC1	-6	/	1	-29	2	-8	/	5
CCCCn1c(N)c(N(CCOC)C(=O)COC(=O)c2cc(CCC)c(C)s2)c(=O)[nH]c1=O	-3	/	/	-6	3	1	-5	/
C=CCNC(=O)CSc1ccc(Cl)cc1	4	/	-4	/	/	/	2	0
O=[N+]([O-])c1ccc2c(c1N1CCCCC1)=NC1(CCCCC1)[N+]=2[O-]	-10	0.2	/	-1	7	-1	4	/
COc1ccc(S(=O)(=O)Nc2cc3c4c(c2)CCN4C(=O)CC3)cc1C	/	/	/	7	5	2	-5	/
CC(C)C1N=C2c3ccccc3N=C(SCc3cc(=O)n4cc(Cl)ccc4n3)N2C1=O (stereo unspecified)	1	/	-1	/	/	/	2	5
CCc1ccc(C2C(C#N)=C(N)Oc3n[nH]c(CC(=O)OC)c32)cc1 (stereo unspecified)	2	/	0	/	/	/	-1	-4

One compound at a time, from the list above. Values in the order: esBAF inh | E-sel inducer | PglD inh | RAD52 anneal inh | Casp6 inh | ERp5 inh | ARNT TACC3 PPI | RAD54 inh
CCCCn1c(N)c(N(CCOC)C(=O)COC(=O)c2cc(CCC)c(C)s2)c(=O)[nH]c1=O across the screens: -3 | / | / | -6 | 3 | 1 | -5 | /
O=C(C[C@@H]1C=C[C@H](NC(=O)c2ccc(F)cc2)[C@@H](CO)O1)NCCc1ccccc1 across the screens: -1 | 0.0 | 1 | -2 | 3 | 0 | 2 | 1
CC(C)C1N=C2c3ccccc3N=C(SCc3cc(=O)n4cc(Cl)ccc4n3)N2C1=O (stereo unspecified) across the screens: 1 | / | -1 | / | / | / | 2 | 5
COC(=O)c1ccccc1S(=O)(=O)N1CCC(C(=O)OCC(=O)NC2CCCCC2C)CC1 (stereo unspecified) across the screens: -6 | / | -5 | 3 | -1 | 1 | 5 | -2
CCOC(=O)C1CCN(C(=O)CN(c2cc(OC)ccc2OC)S(=O)(=O)c2ccccc2)CC1 across the screens: 2 | / | 2 | / | / | / | -6 | -1

(next part)
SMILES	esBAF inh	E-sel inducer	PglD inh	RAD52 anneal inh	Casp6 inh	ERp5 inh	ARNT TACC3 PPI	RAD54 inh
CC(Oc1ccccc1)C(=O)N1CCN(c2ccc(N3CCOCC3)nn2)CC1 (stereo unspecified)	/	/	2	-7	-5	7	2	-2
COc1ccc(OC)c(NC(=O)c2nnn(CCc3ccccc3)c2N)c1	9	-0.2	3	-9	-1	-2	29	-5
CN(CCN1CCc2ccccc2C1)Cc1nc(-c2ccc3c(c2)OCO3)no1	-5	2.1	-1	3	4	-1	10	6
CCn1c(O)c(/C=C2\C=Nc3ccccc32)sc1=O	77*	0.9	-11	-4	0	2	16	-24
CN1CCN(C2=Cc3ccccc3Sc3cc(F)c(Cl)cc32)CC1	1	/	0	/	/	/	13	-8
COCC(=O)N1CC2(C1)[C@H](c1ccc(-c3cccc(C)c3)cc1)[C@H](CO)N2C(=O)C1CC1	/	0.0	/	-4	1	-3	/	/
CNC(=S)N/N=C/C1=CCC2CC1C2(C)C (stereo unspecified)	/	/	/	-10	1	0	5	/
CCOc1ncccc1C(=O)OCC(=O)Nc1ncc(C(F)(F)F)cc1Cl	0	/	-1	/	/	/	-3	-8
Cc1cc(C)nc(NS(=O)(=O)c2ccc(NC(=O)c3snnc3C)cc2)n1	8	0.0	6	-9	6	-3	3	-20
CC1Cc2ccccc2N1C(=O)CCn1c(=O)oc2ccccc21 (stereo unspecified)	0	/	-1	-8	-2	8	-1	0
Cc1cc(C)c(S(=O)(=O)N2CCOCC2)cc1NS(=O)(=O)c1cc(OCC(N)=O)c(C)cc1Cl	2	4.8	/	-14	1	-4	0	/
COC(=O)c1ccc(Cn2nnc3c(=O)[nH]c(C4CCCN(S(=O)(=O)c5ccccc5Cl)C4)nc32)cc1 (stereo unspecified)	5	/	-7	-3	4	2	-8	1
CC(=O)c1c(C)[nH]c(C(=O)Nc2cccc(C(F)(F)F)c2)c1C	40	-0.2	4	6	4	-1	5	9
Cc1noc(C)c1S(=O)(=O)Nc1ccc2c(c1)C(=O)N([C@H](C)CO)C[C@H](C)[C@H](CN(C)C(=O)NC1CCCCC1)OCCCC[C@@H](C)O2	1	-0.3	-1	-4	0	0	0	-3
CCc1csc(CCNC(=O)C2CCC(=O)N(Cc3ccccc3F)C2)n1 (stereo unspecified)	2	-0.1	3	-7	-7	-1	/	-9
C=CCn1c(SCC(=O)N2CCCC2)nc2cc(C(=O)NCC3CCCO3)ccc2c1=O (stereo unspecified)	-5	/	4	/	/	/	-1	-6
N#C[C@H]1[C@@H](c2ccc(C3=CCCCC3)cc2)[C@H](CO)N1C(=O)NC1CCCCC1	4	0.2	0	-2	-1	-7	18	-3
COc1ccc(NC(=O)NCCN2C(=O)C3C4C=CC(C4)C3C2=O)cc1 (stereo unspecified)	58*	-0.1	-7	-12	0	-3	-5	3
C[C@@H]1C=CCCO[C@]12C(=O)N(CC1CC1)c1ccccc12	/	0.1	/	1	-2	-5	/	/

2 of these compounds in another layout.
Every second line gives: esBAF inh | E-sel inducer | PglD inh | RAD52 anneal inh | Casp6 inh | ERp5 inh | ARNT TACC3 PPI | RAD54 inh
> C=CCn1c(SCC(=O)N2CCCC2)nc2cc(C(=O)NCC3CCCO3)ccc2c1=O (stereo unspecified)
 : -5 | / | 4 | / | / | / | -1 | -6
> N#C[C@H]1[C@@H](c2ccc(C3=CCCCC3)cc2)[C@H](CO)N1C(=O)NC1CCCCC1
 : 4 | 0.2 | 0 | -2 | -1 | -7 | 18 | -3

esBAF inh: hit marks shown above
SMILES	esBAF inh	PglD inh	RAD52 anneal inh	Casp6 inh	ERp5 inh	ARNT TACC3 PPI
CCn1c(O)c(/C=C2\C=Nc3ccccc32)sc1=O	77*	-11	-4	0	2	16
COc1ccc(NC(=O)NCCN2C(=O)C3C4C=CC(C4)C3C2=O)cc1 (stereo unspecified)	58*	-7	-12	0	-3	-5
